NOD2-RIPK2 inh = NOD2-RIPK2 binding disruptors in cells, primary screen, fluorescence, CHO cells, BLA complementation. Receptor-interacting serine/threonine-protein kinase 2 (Homo sapiens), O43353. CCF4 ratio. inhibition, % at 4.98 µM. hit rate 0.38% among 360,000. AID 624267, 2012; in the data active = inhibition above about 21%;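 note: 0% = vehicle only and 100% = reference blocker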
Target sequence (O43353 whole entry, looked up): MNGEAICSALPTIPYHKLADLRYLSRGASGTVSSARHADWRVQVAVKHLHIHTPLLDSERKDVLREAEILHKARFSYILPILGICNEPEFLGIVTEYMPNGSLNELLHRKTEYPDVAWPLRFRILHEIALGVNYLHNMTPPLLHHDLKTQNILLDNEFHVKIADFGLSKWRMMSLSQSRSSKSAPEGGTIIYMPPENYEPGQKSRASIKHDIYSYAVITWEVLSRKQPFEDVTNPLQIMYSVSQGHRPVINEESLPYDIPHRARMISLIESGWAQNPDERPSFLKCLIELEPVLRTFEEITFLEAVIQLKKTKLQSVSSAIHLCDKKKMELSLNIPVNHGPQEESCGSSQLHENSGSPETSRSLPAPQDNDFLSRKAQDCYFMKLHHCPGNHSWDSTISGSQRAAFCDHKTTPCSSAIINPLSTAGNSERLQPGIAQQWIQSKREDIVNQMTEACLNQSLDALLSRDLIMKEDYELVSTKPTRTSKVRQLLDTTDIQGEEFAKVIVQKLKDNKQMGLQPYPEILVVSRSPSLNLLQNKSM
EBV LMP1 NFkB = EBV LMP1-driven NF-kappaB luciferase reporter inhibitors, primary screen, cell-based, luminescence, single point | LMP1-induced NF-kappaB luciferase reporter cells | AID 504558, 2011 | hit rate 0.69% among 350,000 | inhibition, % at 12.5 µM; in the data active = inhibition above about 41%; inconclusive = no clear call, values can overlap the other calls;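 note: 0% = neutral control wells and 100% = reference inhibitor control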
NCOA2 inhibitor = inhibition of GAL4-SRC2 driven luciferase reporter, primary screen, SRC2 inhibitor project, cell-based, luminescence; Nuclear receptor coactivator 2 (Homo sapiens), Q15596; HEK293 GAL4-SRC2 luciferase reporter; inhibition, % at 9 µM; hit rate 0.17% among 370,000;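 active = inhibition above the mean inhibition of all tested compounds plus 3 SD, set per campaign, cut at about 52% in these data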;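 note: 0% = DMSO treated cells and 100% = cells given Gossypol at 36 µM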
NCOA1 inh = SRC1 coactivator transcriptional activity inhibitors, primary screen, cell-based, luminescence; HEK293 GAL4-SRC1 luciferase reporter; Nuclear receptor coactivator 1 (Homo sapiens), Q15788; AID 588354, 2011; inhibition, % at 3.6 µM; hit rate 0.12% among 360,000;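 active = inhibition above the campaign mean plus 3 SD, with each screening campaign given its own cutoff, cut at about 60% in these data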;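 note: 0% = DMSO treated cells and 100% = gossypol at 36 µM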
TLR9-MyD88 block = inhibitors of TLR9-MyD88 association in cells, primary screen, cell-based, CHO, BLA complementation, fluorescence. Toll-like receptor 9 (Homo sapiens) + Myeloid differentiation primary response protein …. CCF4 FRET ratio. inhibition, % at 4.98 µM. hit rate 0.21% among 340,000;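 active = inhibition above the mean over all tested compounds plus 3 SD, cut at about 21% in these data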;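 note: 0% = DMSO only wells and 100% = clavulanate BLA inhibitor control wells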
NCOA3 inh = SRC3 coactivator transcriptional activity inhibitors, primary screen, cell-based, luminescence; inhibition, % at 3.6 µM; AID 588352, 2011; hit rate 0.17% among 360,000; HEK293 GAL4-SRC3 luciferase reporter;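 active = inhibition above a per-campaign cutoff, the mean of all compounds plus 3 SD, cut at about 60% in these data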;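 note: 0% = DMSO-treated cells and 100% = gossypol-treated cells at 36 µM; higher means less SRC3-driven luciferase light from the GAL4 reporter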
COUP-TFII inh = NR2F2 transcriptional activity inhibitors, primary screen, cell-based, luciferase reporter, HEK293T, luminescence; COUP transcription factor 2 (Homo sapiens), P24468; HEK293T NGFI-A luciferase reporter; inhibition, % at 8.6 µM; hit rate 0.7% among 370,000; AID 686940, 2013;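 active = inhibition above a per-plate cutoff, mean inhibition of test wells between control levels plus 3 SD, cut at about 38% in these data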;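 note: cells cotransfected with COUP-TFII expression vector driving the NGFI-A reporter; 0% = median of COUP-TF2 test wells and 100% = reporter-only cells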
Target sequence (P24468 whole entry, looked up): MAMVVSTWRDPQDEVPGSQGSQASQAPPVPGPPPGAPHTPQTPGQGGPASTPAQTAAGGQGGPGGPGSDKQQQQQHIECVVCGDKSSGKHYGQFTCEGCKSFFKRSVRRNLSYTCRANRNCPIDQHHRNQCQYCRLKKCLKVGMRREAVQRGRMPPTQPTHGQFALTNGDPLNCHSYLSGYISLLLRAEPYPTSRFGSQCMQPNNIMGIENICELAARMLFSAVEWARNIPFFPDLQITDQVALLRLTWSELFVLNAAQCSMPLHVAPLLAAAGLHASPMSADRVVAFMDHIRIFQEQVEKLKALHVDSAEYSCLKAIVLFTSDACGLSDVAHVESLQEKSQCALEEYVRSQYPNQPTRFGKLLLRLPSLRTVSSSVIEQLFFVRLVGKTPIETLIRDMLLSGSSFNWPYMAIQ
NR5A2 inv ag = LRH-1 (NR5A2) inverse agonists, primary screen, cell-based, luminescence, HEK293T, StAR-luciferase reporter. AID 602396, 2012. LRH-1 transfected, 24 h. inhibition, % at 3.6 µM. Nuclear receptor subfamily 5 group A member 2 (Homo sapiens), O00482. hit rate 0.13% among 360,000;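 active = inhibition above the mean inhibition of all tested compounds plus 3 SD, cut at about 73% in these data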;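 note: 0% = DMSO wells and 100% = reporter-only cells lacking LRH-1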
TROY signal inh = inhibitors of TROY-driven NF-kB signaling, primary screen, Q293 LMP1-TROYcd cells, NF-kB luciferase, uHTS | Q293 LMP1-TROYcd NF-kB luciferase reporter, 4 h | inhibition, % at 10 µM | hit rate 0.98% among 360,000;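 active = compounds whose plate-normalised and pattern-corrected inhibition of the luciferase reporter signal at the single screening dose is 50% or more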
TRAIL sens C8 = viability loss with TRAIL in NB7+C8 cells, primary screen, TRAIL sensitizer project, cell-based, ATPlite luminescence | inhibition (viability loss, TRAIL sensitization), % at 10 µM | hit rate 1% among 360,000;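 active = compounds causing at least 50% loss of cell viability in the single-dose screen, relative to plate controls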
Vif inh = HIV Vif self-association inhibitors, primary screen, imaging, HEK293T, single point; HEK293T cells, Vif self-association by quenched fluorescence, 24 h; inhibition, % at 7.49 µM; hit rate 0.35% among 340,000; in the data active = inhibition above about 50%, passing the limit was not always enough; inconclusive = no clear call, values can overlap the other calls; inactive = below about 31%; note: some results filed as inactive read as strong as hits
Starred values were filed as active, the others as inactive; ? = inconclusive; . = no result given; & = joins results of further samples. The list is partial, so the mix of outcomes need not match the whole.

Values in the order – NOD2-RIPK2 inh	EBV LMP1 NFkB	NCOA2 inhibitor	NCOA1 inh	TLR9-MyD88 block	NCOA3 inh	COUP-TFII inh	NR5A2 inv ag	TROY signal inh	TRAIL sens C8	Vif inh
> O=C(CN1C(=O)CCC1=O)Nc1cccc2c1C(=O)NC2=O
    0.9	-11.6	1.9	-17.9	5.5	2.5	-13.5	10.4	8.6	-5.0	0.0
> CCN1C(=O)c2ccccc2S(=O)(=O)c2ccc(C(=O)NCCOC)cc21
    6.4	-0.8	-2.6	0.0	6.7	-11.3	-1.4	3.2	1.1	1.2	.
> NC(N)=NC(=O)c1nc(Cl)c(N)nc1N
    0.6&-1.9&-3.8	26.3&0.1&-3.1	-4.7&3.8&-7.0	-7.7&-1.4&-15.3	0.6&6.1&7.3	9.7&-1.7&7.0	16.2&17.4&14.3	-19.3&-7.0&-0.3	-11.1&-3.5&-6.5	6.3&-1.8&-14.9	-2.0&-11.5&1.6
> COc1ccc(NS(=O)(=O)c2cn(C)cn2)c(OC)c1
    -10.0	-5.6	-16.6	1.7	8.8	23.2	10.3	11.0	-1.2	10.8	-1.2
> Cc1cc(C(=O)NNC(=O)Nc2ccccc2)no1
    -15.4	0.9	-15.9	6.3	-3.0	25.9	8.5	1.0	-1.7	-11.7	-3.9
> CC(C)(C)NC(=O)NC(=O)CN1C(=O)NC(C)(c2ccccc2)C1=O (stereo not drawn)
    -5.3	1.3	-13.6	-11.6	-11.9	2.7	-2.6	-10.4	-11.5	-12.6	8.0
> COc1ccc(CCN(C)CCCN2CC(c3ccccc3)CC2=O)cc1OC (stereo not drawn)
    9.2	-3.8	-11.7	-12.8	5.2	4.5	2.8	-8.1	-11.7	-0.2	3.2
> COc1ccc(OC)c2[nH]c(=O)c(CCNC(=S)NC(C)(C)C)cc12
    0.0	22.1	1.8	2.3	-1.4	-6.4	6.4	5.8	5.4	-4.8	2.9
> FC(F)Oc1ccc(NC(=S)NC2CCCCCCC2)cc1
    -9.5	-12.1	-12.2	-22.8	1.4	-24.0	-12.3	1.2	-3.1	-1.2	-3.8
> CCCCSc1nc2c(cnn2-c2ccc(F)cc2)c(=O)[nH]1
    -11.8	-8.5	-9.4	-5.2	10.2	-20.4	-0.5	-7.7	-5.5	4.5	-1.7
> O=C(NC1CCN(S(=O)(=O)c2ccc(Cl)c(F)c2)CC1)c1cccnc1
    -10.0	-2.0	-10.1	0.4	-7.1	6.0	15.1	-12.5	-7.2	1.3	-4.7
> Brc1ccc(CN2CCSCC2)cc1
    3.2	-5.3	-14.6	-19.0	-3.1	1.3	-7.4	22.8	-0.7	-5.8	.
> O=C(Nc1ccc(F)cc1)Nc1cnccn1
    5.5	-11.2	-2.1	-9.2	6.6	3.8	-2.2	-1.7	-1.0	0.0	15.5
> Cc1cccc(NS(=O)(=O)c2ccc(C)c(C(=O)N3CCN(C(=O)c4ccco4)CC3)c2)c1
    -5.6	4.4	11.0	-2.8	-9.8	-8.8	19.0	13.3	2.0	-11.3	-11.1
> COC(=O)c1sc(-c2ccccc2)cc1NC(=O)c1ccc(OC)cc1
    -5.0	-8.8	16.5	-15.1	-2.3	5.8	0.8	14.5	1.9	20.5	-2.9
> COC(=O)C1(C)NC(c2cccs2)C2C(=O)N(c3ccc(F)cc3)C(=O)C21 (stereo not drawn)
    -6.3	-11.6	1.0	-10.8	5.3	11.0	-3.9	2.8	-9.1	7.7	18.2
> Cc1ccc(C)c(S(=O)(=O)NCC(=O)N2CCCC2)c1
    10.2	-0.6	15.2	-21.1	-4.2	-6.2	-9.6	1.5	12.2	-2.2	-9.9
> CCOC(=O)C(C)N1N=C(/C=C/c2ccc(OC)cc2)CCC1=O (stereo not drawn)
    3.8	3.0	-26.7	-14.9	-10.2	9.3	-6.8	3.6	4.8	-5.2	-4.3
> COc1cccc(OC)c1C(=O)OCC(=O)Nc1ccc(OC(F)(F)F)cc1
    6.9	-1.0	-4.2	-7.8	-5.7	7.6	-8.3	1.3	-8.3	-6.6	-3.9
> CC(C)(C)CC(C)(C)Nc1c(-c2ccc(O)cc2)nc2cnccn12
    -7.4	10.7	9.8	12.8	-6.6	21.2	2.7	9.7	-1.1	-4.6	4.8
> CC(C)(C)c1ccc(C(CC(=O)O)NC(=O)Cc2ccccc2)cc1 (stereo not drawn)
    -11.5	.	-26.6	2.4	7.5	-9.8	5.4	-5.7	-6.0	-3.0	-6.2
> O=C(O)c1ccc2nc3c(nc2c1)-c1ccccc1C3=O
    -11.7	-5.8	3.4	-6.5	7.5	-1.2	-11.6	4.4	-35.8	4.2	10.0
> COc1ccc(C)cc1NC(=O)C1CCCN1C(=O)OCc1ccccc1 (stereo not drawn)
    8.5	-3.2	-2.0	1.4	-12.8	17.3	9.9	-6.8	-3.0	-3.9	-9.3
> CC1CCCN(CCC(=O)Nc2ccc(F)c(F)c2)C1 (stereo not drawn)
    6.0	3.2	-18.4	-1.3	-4.1	-4.4	-6.4	-16.6	6.3	0.6	?
> COc1cc(OC)cc(-c2cc3ccc(OC)cc3cn2)c1
    10.7	-23.3	-77.7	-92.3	-3.0	-111.6	-56.1	-75.3	-24.9	82.8*	17.5
> CCC(=O)N1CCN(c2ccccc2NC(=O)Cc2ccc(Cl)cc2)CC1
    -1.5	3.2	-8.7	-4.8	-2.7	23.2	-0.6	11.7	-2.3	12.9	-3.2
> CCOC(=O)NN1C(=O)c2ccccc2NC1c1ccccn1 (stereo not drawn)
    3.1	-16.8	-26.3	-7.1	-2.1	20.3	-15.0	15.9	6.2	0.4	1.4
> Cc1ccc(CNc2ccc3c(c2)ncn3C(C)(C)C)cc1
    3.6	-30.6	-23.9	-98.4	3.5	-72.7	-52.9	-140.3	62.8*	-1.8	-0.8
> CCCCN1C(=O)C(CC(=O)NC(c2ccccc2)c2ccccc2)CC(C(=O)N(C(C)C)C(C)C)=C1C (stereo not drawn)
    1.9	5.8	21.2	-1.9	-8.5	5.7	9.0	13.7	-9.5	1.2	-4.0
> NC(=O)Cn1nnc(-c2ccccc2NC(=O)c2cnccn2)n1
    9.2	-1.7	0.0	-6.6	2.3	0.7	3.0	3.6	-13.8	1.0	7.1
> Cc1cc(N2C(=O)C(=O)/C(=C(/O)c3ccc(Cl)cc3)C2c2cccc(Br)c2)no1 (stereo not drawn)
    -2.0	-4.0	-8.2	-30.9	-8.1	-9.8	-4.8	5.5	24.4	-10.4	.
> O=C(CN1C(=O)c2ccccc2S1(=O)=O)Nc1ccc(S(=O)(=O)N2CCCCC2)cc1
    5.4	-2.6	3.3	-38.7	9.7	14.0	11.3	3.1	-10.7	-7.1	16.5
> Cc1ccc(CCNC(=O)C2CCCN(S(C)(=O)=O)C2)cc1 (stereo not drawn)
    4.9	-0.4	-1.8	8.7	1.7	4.8	-7.4	-8.8	-5.1	-4.3	13.6
> COc1ccccc1-n1c(SCC(=O)Nc2cc(C)on2)nc2c(c1=O)SCC2
    4.9	2.6	-0.9	1.9	-0.4	5.2	0.3	2.1	-0.9	-3.5	0.3
> Cc1ccccc1CNc1nnnn1C
    0.5	4.4	1.8	-3.4	3.5	1.4	15.3	15.8	-10.0	-18.1	12.2
> CC1CCc2cc(F)ccc2N1C(=O)c1cnc2sccn2c1=O (stereo not drawn)
    -13.6	1.4	7.2	-9.6	-6.0	-32.6	-4.0	-6.7	3.3	-5.3	-8.6
> CC(C)(C)SCCNS(=O)(=O)c1ccc(C#N)cc1
    -8.2	0.2	30.6	7.6	5.3	21.6	9.0	2.5	4.8	-0.4	-3.4
> CN(C)c1ncnc2c1ncn2-c1ccccc1
    -5.3	4.1	-58.2	-41.7	-6.9	-39.4	-22.5	-37.3	-53.1	23.2	-11.3
> CC(C)(C)NC(=O)c1ccccc1-c1nc(-c2ccccc2Cl)no1
    8.7	-1.5	1.8	-0.9	-6.4	3.2	-4.1	12.7	-11.0	11.8	-1.2
> C[C@@H]1CC[C@]2(C(=O)O)CC[C@]3(C)C(=CCC4[C@]56CC[C@@](O)(OC5)C(C)(C)C6CC[C@]43C)C2[C@H]1C (stereo partly drawn)
    -9.6	5.2	.	24.4	3.1	37.0	.	25.7	62.6*	9.7	-49.8
> COc1ccc(S(=O)(=O)CCC(=O)N2CCN(c3ccc(C(C)=O)cc3)CC2)cc1
    5.3	1.1	-12.2	-11.7	-7.1	-0.9	-14.5	-2.2	-13.7	6.9	-19.4
> COC(=O)C(C)N(C(=O)c1ccc(C(=O)c2ccccc2)cc1)c1c(C)cccc1C (stereo not drawn)
    11.5	-7.1	-12.1	6.5	-4.4	10.0	-8.5	-4.1	10.8	14.4	-15.2
> C/C=C/c1ccc(OC)c(OC(C)=O)c1
    -6.6	-17.5	-21.4	-3.4	0.4	-8.7	0.7	-12.6	-26.4	-5.4	9.2
> CN(CC(=O)Nc1ccccc1Br)C(=O)c1ccccc1OCc1ccc(Cl)cc1
    10.6	2.5	-16.4	6.3	6.9	6.7	14.7	0.9	6.0	3.7	-7.8
> CCOC(=O)Cc1csc(NC(=O)Cc2ccc(Br)cc2)n1
    -10.3	4.4	6.2	8.1	3.7	9.3	12.1	4.3	-3.9	-13.8	9.5
> CN(C)c1ccc(CN(C(=O)c2ccco2)C2CCS(=O)(=O)C2)cc1 (stereo not drawn)
    -11.8	8.4	-1.5	-7.8	0.5	-0.4	11.4	-0.5	-2.7	-6.4	-5.2
> CCOC(=O)N/N=C\c1ccc(OC(=O)c2ccco2)cc1
    0.5	-1.0	5.2	-11.4	5.1	-2.5	-20.2	-10.6	3.8	-7.2	17.4
> COc1ccc(N(CCC#N)S(=O)(=O)c2cccc3nsnc23)cc1
    -1.6	-10.0	-7.8	-1.1	-3.1	13.1	-7.3	9.1	2.0	-3.8	-1.5
> CN(Cc1nccn1C)C(=O)C1CCC(=O)N(CCc2ccc(Cl)cc2)C1 (stereo not drawn)
    -4.2	-1.6	-25.3	-7.2	1.9	6.9	-4.1	8.5	-9.9	-1.3	-0.8
> Cc1ccc(-n2nc3c(c2NC(=O)c2cccs2)CS(=O)(=O)C3)c(C)c1
    5.4	2.8	16.0	3.5	-8.3	6.2	-10.5	-1.7	-3.6	-13.4	7.9
> c1ccc(CNc2c3c(nc4ncnn24)CCC3)cc1
    -8.8	10.4	-4.4	-16.8	-6.7	-39.2	-0.1	-14.7	11.4	0.9	-5.5

High-throughput results (PubChem)
